# PTAP TSG101 blk – blocks PTAP/TSG101 interaction to inhibit HIV-1 budding; Q99816; AID 493005; Fluorescence polarization, FITC-PTAP peptide / Tsg101 binding; 340,000 tested, under 10 active; Potency, µM (titrated, usually from 115 µM), for inactives: at the top dose activity change, negative = inhibition, most hits filed as inhibitors; active means well fitted inhibition curve with a large enough effect in the main read-out, with a control signal flat, not every such curve was filed as active; inconclusive means small, poorly fitted or top-dose-only effect, or effect the other way, or a change in a side signal; inactive means no such curve, though single readings can be large or run the other way; further: potency means the concentration at half of the fitted maximal effect; % of control where 0% means no effect
#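 Fluorescence polarization binding of Tsg101 binding domain (10 uM final) to FITC-labeled PTAP peptide (50 nM final) in HEPES pH 7.5 buffer with NaCl, Tween 20, EDTA, TCEP. Compounds added before peptide; binding 20 min at RT.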
# TSHR antagonist – human thyrotropin receptor antagonism | TSHR-expressing cells, TSH-stimulated cAMP HTRF, 2 h; stronger effect = lower value | hit rate 0.2% among 330,000 | P16473 | activity change, negative = inhibition, % at 11.5 µM;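 active means activity change below a set negative limit, meaning inhibition stronger than a set level, cut at about -70% in these data; inconclusive means activity change between two set negative limits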; further: on the % scale 0 is the no-effect control and ±100 the full control effect
#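 Cell-based HTRF cAMP assay; TSHR cells + compound, TSH EC80 (4nM final), 2 h, 37 deg C. Lysis with anti-cAMP cryptate and cAMP-d2, 30 min RT, read 665/620 nm.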
# MBNL1 CUG block – MBNL1-poly(CUG) RNA binding inhibition. Q9NR56. TR-FRET MBNL1-His/biotin-(CUG)12 binding, 665/545 ratio. Potency, µM (titrated, usually from 57.5 µM), inactives show at the highest dose activity change, negative = inhibition, actives largely listed as inhibitors. hit rate 0.036% among 280,000. AID 2675; active means well fitted inhibition curve with a large enough effect in the signal ratio, with a control signal flat, not every such curve was filed as active; inconclusive means small, poorly fitted or top-dose-only effect, or effect the other way, or a change in a side signal; inactive means no such curve, though single readings can be large or run the other way; the % refers to the signal ratio; further: potency means the concentration at half of the fitted maximal effect; on the % scale 0 is the no-effect control and ±100 the full control effect
#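 MBNL1-His + Biotin-(CUG)12, cpd titration 92 nM–58 uM; Tb anti-His Ab 0.055 ng/ul, SA-XL665 5 nM (final); 60 min RT; ratiometric 665/545 nm, Ex 340 nm; normalized to buffer and full-complex controls.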
# CXXC DNA block – inhibitors of human MLL CXXC domain-DNA interaction; MLL-CXXC / FITC-HOXA9 DNA fluorescence polarization; Potency, µM (doses to about 115 µM), for the others: at the top dose activity change, negative = inhibition, actives largely listed as inhibitors; hit rate 0.037% among 290,000; AID 2662; active means well fitted inhibition curve with a large enough effect in the polarisation, with a control signal flat, not every such curve was filed as active; inconclusive means small, poorly fitted or top-dose-only effect, or effect the other way, or a change in a side signal; inactive means no such curve, though single readings can be large or run the other way; the % refers to the polarisation; further: potency means the concentration at half of the fitted maximal effect
#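 Purified MLL-CXXC (added from a 7 uM solution) was preincubated 5 min at ambient with pinned compounds in 50 mM Tris-HCl pH 7.5, 50 mM NaCl, 1 mM DTT, 0.05% BSA. Fluorescein-labeled HOX-A9 DNA (50 nM solution) followed, 30 min, then polarization read.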
# ASM inhibitor – blocks human secretory acid sphingomyelinase. P17405. placental ASM, HMU-PC fluorogenic substrate, 60 min. Potency, µM (highest dose often 57.5 µM), for the others: top-dose activity change, negative = inhibition, actives largely listed as inhibitors. hit rate 0.006% among 340,000; further: potency means the concentration at half of the fitted maximal effect
#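 Human placenta-derived ASM enzyme was preincubated with compound for 10 minutes at room temperature, then given fluorogenic substrate HMU-PC0 (9 uM final) for 60 minutes at 37 °C; a pH 10 stop preceded fluorescence reading at Ex 386/Em 447 nm.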
# TCR act – activates T cell receptor signaling | primary human leukocytes, anti-CD3, IL-2 HTRF, 48 h | Potency, µM (highest dose often 9.22 µM), without a hit: top-dose activation of IL-2 secretion, most hits filed as activators | 330,000 tested, under 10 active | AID 504894; further: % of control where 0% means no effect
#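 Primary human leukocytes incubated 48 hr with anti-CD3 beads plus compound, without co-stimulation. Secreted IL-2 measured by HTRF (europium cryptate/d2 anti-IL-2 pair, 320 nm excitation, 665 nm emission).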
# AT treatment – potential ataxia-telangiectasia treatment. […] A-T fibroblasts, KAP-1 phosphorylation AlphaLISA; neocarzinostatin DNA damage 30 min before lysis. Potency, µM (series often up to 57.5 µM), inactives show at the highest dose activation, actives largely listed as activators. hit rate 0.19% among 320,000; further: potency means the concentration at half of the fitted maximal effect; % of control where 0% means no effect; nearly all actives have a fitted effect of over 45% in size
#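 ATM-like activity read as KAP-1 phosphorylation via AlphaLISA donor/acceptor antibody pairs after lysis and 6 hr at 25C. Cells were ATM-null patient fibroblasts ([…], hTERT), dosed 60 min, then exposed to the DSB inducer NCS for 30 min.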
# Mito fusion yeast – blocks mitochondrial division or promotes mitochondrial fusion | S. cerevisiae fusion-defective mutant growth rescue, CellTiterGlo 48 h | Potency, µM (doses to about 46.1 µM), inactives show at the top dose growth rescue (activation), actives largely listed as activators | hit rate 0.23% among 320,000 | AID 485298;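 further: potency means the concentration at half of the fitted maximal effect; % of control where 0% means no effect; nearly all actives have a fitted effect of over 45% in size; temperature-sensitive fusion mutants such as fzo1-1 at 37 °C on non-fermentable ethanol glycerol medium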
#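 Luminescent cell viability in 1536-well qHTS format served as the measure of rescued growth in ts fusion-mutant S. cerevisiae cultured on non-fermentable YPEG for 48 hours at 37C.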
# a7 integrin act – integrin-mediated muscular dystrophy alleviation activation; alpha7betagal myoblasts, beta-gal FDG fluorescence, 48 h; Potency, µM (highest dose often 38.3 µM), for the others: at the top dose activation, actives largely listed as activators; hit rate 0.064% among 350,000;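 further: potency means the concentration at half of the fitted maximal effect; 100% = response of the positive control SU9516; nearly all actives have a fitted effect of over 60% in size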
#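 Alpha7betagal+/- myoblasts (passage 13) were plated 16-24 hr, then exposed to compounds (1:260 dilution of DMSO stock) for 48 hours at 37C. After MPER lysis, β-galactosidase reporter activity was read as FDG fluorescence (ex 480/em 540) after 30 minutes.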
# Menin MLL FP TR – displaces Texas Red mutant MLL peptide from human menin; hit rate 0.23% among 270,000; Menin + Texas Red MLL mutant peptide, fluorescence polarization; Potency, µM (titrated, usually from 61.6 µM), inactives show top-dose FP activity change, negative = inhibition, actives largely listed as inhibitors; AID 1768; active means well fitted inhibition curve with a large enough effect in the polarisation, with a control signal flat, not every such curve was filed as active; inconclusive means small, poorly fitted or top-dose-only effect, or effect the other way, or a change in a side signal; inactive means no such curve, though single readings can be large or run the other way; the % refers to the polarisation; further: potency means the concentration at half of the fitted maximal effect; % of control where 0% means no effect; many of its hits are not listed in these tables
# * hit, by the source's call; u = inconclusive; x = not tested or not shown; [ ] = another dose, or the depositor's remark. Unless noted, the call rests on the fitted dose curve; in most records, active means well fitted curve in the direction sought with a large enough effect; inconclusive means small, poorly fitted or top-dose-only effect, or another doubt; inactive means no such curve, though single readings can be large; an effect the other way counts as inactive or inconclusive. These rows are one share of the data; rates above refer to the full screens.
entry	mol	PTAP TSG101 blk	Mito fusion yeast	AT treatment	TCR act	CXXC DNA block	TSHR antagonist	ASM inhibitor	MBNL1 CUG block	Menin MLL FP TR	a7 integrin act
1	COC(=O)c1c(C)[nH]c(C)c1-c1ccccc1Cl	-2%	5%	-3%	-26%	2%	4	-4%	1%	22%	-15%
2	CC1c2cccn2CCN1S(=O)(=O)c1ccc(F)cc1 (stereo not drawn)	0%	-8%	-8%	-1%	x	-15	5%	x	x	1%
3	Cc1nn(C)cc1C(C)NCc1c(C(=O)N2CCCCCCC2)nc2ccc(Cl)cn12 (stereo not drawn)	-3%	-4%	0%	3%	-6%	0	-4%	3%	u	10%
4	C=CC[C@@H](CC(=O)N(CCO)Cc1ccccc1)C(=O)N[C@H](COC(=O)[C@@H](CC=C)Cc1ccc(F)cc1)Cc1c[nH]c2ccccc12	x	x	-3%	3%	x	-7	-7%	x	x	-40%
5	CCOC(=O)Cc1nnc(NC(=O)COc2ccc(C)cc2)s1	-4%	-2%	8%	-9%	0%	6	15%	13%	1%	3%
6	CCN(CC(=O)NCCCN1CCOCC1)S(=O)(=O)c1ccc(F)cc1	-2%	-6%	-4%	4%	-1%	5	3%	-5%	10%	-16%
7	CC(OC(=O)c1cccs1)C(=O)NCc1ccc2c(c1)OCO2 (stereo not drawn)	-8%	0%	3%	x	-8%	2	4%	-7%	2%	6%
8	C/C=C/c1ccc(OCCCCN2CCC(C)CC2)c(OC)c1	-3%	1%	0%	2%	4%	29	-3%	-13%	-6%	-72%[inhibitor]
9	CC(C)NC(=O)NC(=O)COC(=O)c1ccc(OC(F)(F)F)cc1	-4%	-12%	4%	1%[46.1 µM]	9%	1	-3%	x	1%	-1%
10	CCC1CN(C(=O)N2CCC(C(=O)NCc3ccc(C)o3)CC2)c2ccccc2O1 (stereo not drawn)	-7%	-2%	15%	4%	-4%	-3	3%	-5%	x	u
11	C=CCC(NCc1ccccc1)c1ccc(Cl)cc1 (stereo not drawn)	0%	2%	u	-1%[46.1 µM]	1%	2	3%	-1%	0%	14%
12	CCN(CC)C(=O)COc1ccc(-c2ccccc2)cc1	-8%	7%	7%	1%	-2%	-13	-1%	-5%	1%	12%
13	O=c1[nH]cc(NCc2ccccc2)c(=O)[nH]1	-1%	x	x	3%	x	x	2%	x	x	-1%
14	Cc1ccc2cc3c(nc2c1)OCC3	-5%	2%	17%	-9%	-2%	9	2%	3%	x	-11%
15	CCCn1nc(NC(=O)c2cccs2)c2cc3cc(OC)ccc3nc21	-1%	u	u	2%	6%	3	414%[activator]	22%	-2%	-3%
16	Cc1nc(SCC(=O)NC2(C#N)CCCC2)n(CC(C)C)c1C	-1%	2%	1%	2%	x	-5	-1%	x	x	1%
17	Cc1noc(C)c1NC(=O)N(C)C[C@@H]1Oc2c(NC(=O)c3ccncc3)cccc2C(=O)N([C@H](C)CO)C[C@@H]1C	-3%	x	6%	-11%	x	5	-16%	x	x	-17%
18	O=C(N/N=C/c1cn(Cc2ccccc2)c2ccccc12)c1cccnc1	-4%	3%	6%	6%[46.1 µM]	6%	-25	-10%	6%	25%	-47%[inhibitor]
19	Cc1ccc2occ(/C=N/NC(=O)c3ccc(Cl)cc3)c(=O)c2c1	-2%	0%	-6%	0%	u	-2	x	-5%	2%	6%
20	CC1CCCC(C)N1C(=O)CSc1nnc(NC(=O)c2cccs2)s1 (stereo not drawn)	-4%	23%	1%	x	-15%	-5	-5%	10%	0%	1%
21	CC(C)(C)NC(=O)CSc1nnc(NC(=O)c2ccccc2Cl)s1	-6%	1%	-2%	2%	-5%	4	-1%	-2%	-16%	u
22	CCCCC(=O)Nc1cccc(-c2nc3ncccc3o2)c1C	-4%	-5%	0%	-3%	14%	1	-4%	-14%	8%	u
23	CN(C)CCCNS(=O)(=O)c1ccc(-n2nnc3ccccc32)c([N+](=O)[O-])c1	0%	6%	11%	2%	6%	11	0%	u	0%	-61%
24	CN(C(=O)Nc1ccc(C(C)(C)C)cc1)C1CCCCC1	-2%	2%	0%	-10%	-8%	-27	4%	0%	x	u
25	Cc1csc(NC(=O)C2CCN(S(=O)(=O)c3cccs3)CC2)n1	-2%	18%	1%	-8%	-9%	-14	1%	3%	1%	0%
26	O=C(NCCC1=CCCCC1)NC1CCCCC1	-11%	1%	5%	0%[46.1 µM]	7%	-4	3%	2%	6%	-13%
27	Cc1cc(NC2CCCCC2)nc(-c2ccccc2O)n1	3%	2%	6%	2%	u	-12	58%[activator]	5%	u	-9%
28	CC(CN(C(N)=O)c1ccccc1O)C(=O)O (stereo not drawn)	1%	1%	5%	-1%	-3%	8	0%	15%	x	-22%
29	O=C(c1ccccc1)N1CCN(C(=O)c2ccccc2)CC1	-2%	-2%	6%	-1%[46.1 µM]	5%	-3	3%	-5%	0%	2%
30	CCOC(=O)c1sc(N(Cc2ccccc2)C(=O)CSc2ncn[nH]2)nc1C	-9%	-2%	1%	5%	17%	2	-4%	-3%	x	21%
31	Cc1ccc(CNC(=O)CCSCCC(=O)NCc2ccc(C)cc2)cc1	-4%	-3%	0%	6%	28%	6	-5%	-4%	-2%	8%
32	CC1=NN(C(=O)c2ccccc2Cl)C(O)(c2ccccc2)C1 (stereo not drawn)	0%	2%	-4%	4%	-5%	9	-2%	-8%	-12%	-3%
33	CCn1cc(CN2CCCC(CNS(=O)(=O)c3ccc(OC)cc3)C2)cn1 (stereo not drawn)	1%	2%	-3%	1%	5%	-1	29%	-4%	-9%	12%
34	CCOC(=O)c1nc(S(C)(=O)=O)ncc1N1CCOCC1	-15%	0%	0%	1%	1%	1	1%	-6%	10%	-16%
35	CC(C)c1ccc(NC(=O)NC2CCN(CC(=O)Nc3cccc4ccccc34)CC2)cc1	-2%	-9%	-5%	-6%	13%	-6	-8%	2%	4%	8%
36	O=C(NCCCN1CCCC1=O)c1ccc2c(=O)n(-c3ccc(F)cc3)c(=S)[nH]c2c1	x	2%	7%	x	-4%	7	x	-6%	-21%	x
37	Cc1ccccc1CCN1CCCC(CN(C)CC(C)(C)C)C1 (stereo not drawn)	-2%	0%	3%	x	-6%	1	0%	2%	-19%	-15%
38	CCOC(=O)C1=CN(Cc2ccc(Br)cc2)S(=O)(=O)N(C)C1C (stereo not drawn)	-1%	x	19%	0%[46.1 µM]	x	30	-10%	x	x	-10%
39	CN1CCN(C2CCCCCC2)CC1	-3%	0%	0%	-3%[46.1 µM]	10%	9	21%	-10%	18%	10%[7.66 µM]
40	C/C(=N\NC(=O)CNC(=O)c1ccc2c(c1)OCO2)c1ccco1	-3%	-2%	-1%	1%[46.1 µM]	20%	8	3%	x	-10%	u
41	O=C(COCC(=O)N1CCOCC1)N1CCOCC1	-8%	5%	8%	-5%	5%	18	3%	-16%	-1%	-12%
42	O=C(O)c1cccc(S(=O)(=O)Nc2cccc(S(=O)(=O)N3CCCC3)c2)c1	-4%	-2%	2%	1%	x	-29	5%	x	x	-3%
43	O=C(Nc1ccc(Oc2ccccc2)cc1)c1ccco1	-8%	23%	x	5%	3%	x	-1%	-10%	3%	-9%
44	NC(=O)Cc1nc(-c2ccc([N+](=O)[O-])cc2)cs1	-2%	u	16%	-5%	-5%	40	-1%	u	-4%	31%
45	CCOC(=O)/C(C#N)=C/C1=C(N2CCOCC2)C(C)(C)OCC1	-12%	-4%	-2%	2%	-9%	7	-3%	4%	x	25%
46	O=C(CCC(=O)c1cccs1)Nc1ccc(F)c(F)c1F	-4%	-1%	x	-2%	1%	20	54%	0%	u	-6%
47	CCc1ccc(C(=O)OCC(=O)N2CCCCCC2)cc1	-3%	2%	-1%	10%	x	20	4%	x	x	-5%
48	COc1ccc(CCC(=O)O)cc1OC	1%	0%	-23%	-2%	-4%	-5	-3%	12%	x	0%
49	Cc1ccc(C(=O)NC2CCN(C(=O)Nc3ccccc3Cl)CC2)cc1	2%	2%	9%	-8%	0%	4	0%	-4%	x	u
50	CCc1ccccc1NC(=O)NC1CCCCC1	-1%	-5%	x	11%	33%[activator]	9	6%	3%	1%	2%
51	Cc1c(C(=O)NNc2c(Cl)cccc2Cl)n(C)oc1=O	0%	2%	-1%	6%	0%	-1	4%	x	x	-15%
52	CCN(CC)S(=O)(=O)c1cccc(-c2nnc(SCc3nnc(-c4cccs4)o3)n2N)c1	-4%	1%	4%	4%	-9%	1	0%	-6%	-12%	-11%

# Compound activity (PubChem BioAssay)
